Statin myotox sup – suppression of simvastatin myotoxicity; AID 602340; rescue of ATP level, % at 7.49 µM; C2C12 myotubes + simvastatin, ATP luminescence, 48 h; scaled: DMSO 0, geranylgeraniol control 100; hit rate 0.78% among 330,000;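 active means mean ATP rescue above about 67%, or every replicate alone reaching that limit, limit read from the data, passing the limit was not always enough; inconclusive means no clear call, values can overlap the other calls; inactive means mean under the limit and some replicate under it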;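 further: myotubes were challenged with 10 µM simvastatin during compound exposure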
XiGFP reactiv – activators of X-chromosome reactivation in mouse fibroblasts; activation, % at 7.58 µM; XiGFP mouse fibroblasts, % GFP-positive cells imaging, 3 d; cells co-treated with 5-aza-dC sensitizer; scaled so ellipticine positive control = 100%; AID 743238; hit rate 0.055% among 360,000;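 active means mean normalized replicate activation at least 10% and every replicate at or above 10%; inconclusive means only one of the two criteria met; inactive means mean below 10% and not all replicates reach 10%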;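 further: 0% = median of on-plate neutral control wells and 100% = ellipticine 6 µM median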
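Material: SV40-immortalized XiGFP fibroblast cells, line 68-5-11 | Buffer or medium: DMEM containing 5-aza-dC | Dosing: One concentration, pinned | Times: 3 d treatment, 15 min room-temperature fixation | Controls: Ellipticine 6 µM positive control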
S100A4 MyoIIA – S100A4-myosin IIA interaction inhibition; P26447; S100A4/TAMRA-MyoIIA peptide fluorescence polarization; inhibition, % at 10.7 µM; hit rate 0.14% among 360,000; AID 652163;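 active means mean inhibition of at least 70% across replicates, with every replicate also reaching that level; inconclusive means mean inhibition reaches 70% but some replicates fall short; inactive means mean inhibition below 70%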
Target sequence (P26447 whole entry, looked up): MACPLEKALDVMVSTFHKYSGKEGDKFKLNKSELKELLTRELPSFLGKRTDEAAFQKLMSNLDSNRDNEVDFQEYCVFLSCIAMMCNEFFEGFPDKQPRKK
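Test system: S100A4 monomer protein; Medium: HEPES pH 7.2 with CaCl2, KCl, NaCl, DTT, Triton; Probe or stimulus: TAMRA-labelled myosin IIA heavy-chain peptide probe, 5 nM; Doses: one dose per compound; Times: polarization read 5 min after assay mix addition, stable 5–60 min; Benchmarks: neutral control DMSO, positive control TFP.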
PGC1a acetyl inh – modulators of PGC1a acetylation; U2OS PGC1a acetylation, AlphaScreen anti-acetyl-lysine; with virally co-expressed GCN5 acetyltransferase; inhibition, % at 15.6 µM; hit rate 0.17% among 350,000; AID 651687;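 active means every replicate shows inhibition of at least 40%; inconclusive means mean inhibition at least 40% but some replicate below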;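 further: 0% = neutral control wells and 100% = positive control wells; some results beyond the cut were filed as inactive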
ERAP1 HTS inh – blocks human ERAP1 aminopeptidase activity. Q9NZ08. recombinant ERAP1, Leu-AMC fluorescence, 60 min. inhibition, % at 10.7 µM. hit rate 0.15% among 340,000. AID 652197;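 active means mean replicate inhibition of at least 30%, or all replicates individually reaching that 30% level; inactive means mean below 30% and not every replicate reaching it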;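 further: 0% = neutral control wells and 100% = L-leucinethiol positive control wells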
SIRT5 inh – inhibitors of human sirtuin-5 desuccinylase; Q9NXA8; Purified SirT5, succinyl-peptide AMC, trypsin-coupled fluorescence; inhibition, % at 15 µM; hit rate 1.1% among 330,000; AID 652115; in the data active means inhibition above about 15%; inconclusive means no clear call, values can overlap the other calls
Target sequence (Q9NXA8 whole entry, looked up): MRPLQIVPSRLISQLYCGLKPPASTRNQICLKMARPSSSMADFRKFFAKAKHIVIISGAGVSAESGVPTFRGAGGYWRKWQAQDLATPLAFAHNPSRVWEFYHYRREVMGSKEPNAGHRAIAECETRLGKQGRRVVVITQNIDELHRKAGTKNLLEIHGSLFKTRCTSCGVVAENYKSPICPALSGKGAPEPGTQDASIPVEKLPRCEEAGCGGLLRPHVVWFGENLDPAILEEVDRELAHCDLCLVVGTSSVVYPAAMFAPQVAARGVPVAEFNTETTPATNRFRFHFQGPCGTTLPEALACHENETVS
LGR2 antag – inhibitors of bursicon-induced Drosophila LGR2 receptor cAMP signaling. AID 720647. inhibition, % at 9.99 µM. HEK293 LGR2, CRE-luciferase, bursicon-stimulated, 4 h. hit rate 0.35% among 380,000;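 active means drop in luminescence signal, shown as inhibition above about 50% in the replicate tests, limit read from the data, passing the limit was not always enough; inconclusive means probably only some replicates passing the limit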;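 further: agonist challenge used bursicon conditioned medium at about half maximal strength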
Cneo AK release – causes C. neoformans cell lysis; hit rate 0.2% among 360,000; lysis activity, % at 15 µM; adenylate kinase release luminescence, 4 h; normalised: neutral wells 0, clomiphene wells 100;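 active means mean lysis activity across replicates of at least 80%, whatever share of replicates individually reach that level; inactive means mean lysis activity below 80%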
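Material – log-phase Cryptococcus neoformans yeast cells · Input – 5 × 10^6 yeast cells/mL · Medium – fresh YPD growth medium · Doses – single compound concentration per well · Timing – static 4 h at 37 °C with compound, 1 h detection · Detection – adenylate kinase release luminescence · Read-out – signal increase indicating cell lysis · Control set – Clomiphene as positive lysis control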
Starred values were filed as active, the others as inactive; ? = inconclusive; . = no result given. The list is partial; count on the stated rates, not on these rows.

Screens by letter: A = Statin myotox sup; B = XiGFP reactiv; C = S100A4 MyoIIA; D = PGC1a acetyl inh; E = ERAP1 HTS inh; F = SIRT5 inh; G = LGR2 antag; H = Cneo AK release
mol: O=C(CNC(=O)c1ccccc1)NCc1nc2ccccc2[nH]1
  A = -10	B = 0.3	C = -1	D = .	E = -4	F = 0	G = 3	H = -1

mol: Clc1ccccc1Nc1nnc(-c2ccncc2)s1
  A = .	B = 0.2	C = -4	D = .	E = -5	F = -1	G = ?	H = .

mol: Cn1c(SCC(=O)N2CCCCC2)nc2c(c1=O)SCC2
  A = -2	B = 0.0	C = -5	D = 2	E = 3	F = -1	G = 8	H = 0

mol: O=C(/C=C/c1ccco1)N(Cc1ccccc1F)C1CCS(=O)(=O)C1 (centres undefined)
  A = 30	B = 0.3	C = -10	D = 10	E = 2	F = 1	G = 15	H = -1

mol: COc1cc(-c2nc(-c3ccccc3)c(-c3ccc(F)cc3)[nH]2)cc2c1OCO2
  A = -1	B = -0.1	C = .	D = 10	E = .	F = .	G = -1	H = 2

mol: CCc1c(-c2ccccc2F)ncn1Cc1cccc(-c2ccccc2)c1
  A = .	B = .	C = -3	D = .	E = -3	F = -3	G = -5	H = .

mol: COC(=O)CCC(=O)N1CCCC(CO)(Cc2ccccc2C)C1 (centres undefined)
  A = .	B = 0.7	C = -4	D = .	E = -3	F = -1	G = -4	H = .

mol: CN(CC1COc2ccccc2O1)C(=O)CSc1ncccn1 (centres undefined)
  A = -12	B = 0.0	C = -12	D = 2	E = -2	F = 0	G = -18	H = 0

mol: Cc1ccc(S(=O)(=O)N[C@H]2CC[C@H](CCn3cc(-c4ccccc4F)nn3)O[C@@H]2CO)cc1
  A = 3	B = 0.0	C = -2	D = -11	E = 1	F = -4	G = 0	H = 0

mol: O=C(Nc1ccccc1)Nc1nnc(CSCc2ccccc2Cl)s1
  A = .	B = -0.2	C = 4	D = 1	E = 0	F = -2	G = 10	H = .

mol: COc1cccc(NC(=O)CN2CCN(CC(=O)Nc3ccc(F)cc3)CC2)c1
  A = -9	B = 0.2	C = -5	D = 2	E = 1	F = -5	G = -4	H = 2

mol: CCCN(C)C[C@@H]1Oc2ncc(-c3ccccc3OC)cc2C(=O)N([C@@H](C)CO)C[C@@H]1C
  A = 8	B = -1.1	C = -48	D = 6	E = -3	F = 0	G = 10	H = 0

mol: Cc1occc1-c1nnc(SCC(=O)NCc2ccc3c(c2)OCO3)n1CC(C)C
  A = 25	B = .	C = .	D = -8	E = .	F = .	G = 12	H = 0

mol: COc1cccc(NC(=O)N[C@@H]2C=C[C@H](CC(=O)Nc3ccc(-c4ccccc4)cc3)O[C@@H]2CO)c1
  A = .	B = 0.0	C = 27	D = 18	E = 2	F = 9	G = 9	H = .

mol: CCCNC(=O)C1(C)CCCN(C(=O)c2ccc3ccccc3c2)C1 (centres undefined)
  A = 7	B = 0.2	C = -4	D = .	E = 5	F = -1	G = -2	H = 7

mol: COc1cccc(-c2nn(C)c3sc(C(=O)NCc4ccc5c(c4)OCO5)cc23)c1
  A = 9	B = 0.0	C = 1	D = -12	E = -3	F = .	G = -5	H = 3

mol: Cc1ccc(S(=O)(=O)Nc2ccc3c(c2)C(=O)N([C@H](C)CO)C[C@H](C)[C@H](CN(C)C)OCCCC[C@H](C)O3)cc1
  A = 22	B = -0.1	C = 1	D = -5	E = 1	F = -5	G = 8	H = 3

mol: CN1CCN(C(=O)C[C@H]2C[C@H]3c4cc(NC(=O)Nc5ccccc5)ccc4O[C@H]3[C@H](CO)O2)CC1
  A = 0	B = 0.0	C = .	D = -3	E = .	F = .	G = -2	H = 0

mol: COc1ccc(OC)c(NC(=O)COC(=O)Cc2ccsc2)c1
  A = 1	B = 0.0	C = -2	D = -3	E = 0	F = 0	G = 4	H = 0

mol: COc1ccccc1NC(=O)N[C@H]1CC[C@@H](CCNC(=O)Cc2ccccn2)O[C@H]1CO
  A = -3	B = 0.4	C = 6	D = 2	E = 0	F = 3	G = -8	H = -1

mol: C[C@H](CO)N1C[C@H](C)[C@H](CN(C)C(=O)Nc2ccc(F)cc2)Oc2ccc(NC(=O)Nc3ccc(F)cc3)cc2CC1=O
  A = 4	B = 0.0	C = 11	D = -13	E = 0	F = 3	G = -8	H = 1

mol: COc1ccc(NC(=O)C2CCN(S(C)(=O)=O)CC2)c(OC)c1
  A = 2	B = 0.0	C = 13	D = 0	E = 0	F = -2	G = -14	H = 5

mol: O=C(c1cc(-c2cccc(Cl)c2)on1)N1CCc2ccccc2C1
  A = -17	B = 0.5	C = 13	D = -8	E = -9	F = -1	G = 1	H = -1

mol: Cc1cc(-c2nnnn2-c2ccc(F)cc2)no1
  A = 4	B = 0.1	C = -2	D = -1	E = -7	F = -3	G = -5	H = 1

mol: O=S(=O)(c1ccccc1)N1CCC2(CC1)CO2
  A = -5	B = 0.1	C = 5	D = 22	E = -2	F = -2	G = 15	H = .

mol: CN(CCCNC(=O)CN1C(=O)CC(C)(C)S(=O)(=O)c2ccccc21)C1CCCCC1
  A = .	B = .	C = -2	D = .	E = 8	F = 1	G = 6	H = .

mol: CCOC(=O)[C@]12CCC=C1N(Cc1ccccc1)C(=O)[C@H](CC(=O)N1CCN(C(=O)c3ccco3)CC1)C2
  A = .	B = -0.1	C = -2	D = .	E = .	F = -1	G = -10	H = .

mol: COc1ccccc1CC(=O)O/N=C(\N)c1ccccn1
  A = .	B = 0.5	C = -2	D = .	E = 1	F = 2	G = -37	H = .

mol: C[C@@H]1CCCCO[C@H](CN(C)S(C)(=O)=O)[C@H](C)CN([C@@H](C)CO)C(=O)c2cc(NC(=O)Nc3cccc4ccccc34)ccc2O1
  A = .	B = 0.0	C = -18	D = -1	E = -1	F = -4	G = 0	H = 8

mol: Cc1cccc(S(=O)(=O)NC[C@H]2CC[C@@H]3NC[C@@H]3O2)c1
  A = .	B = .	C = 18	D = 7	E = 0	F = -2	G = .	H = .

mol: CC(O)(c1cccc(F)c1)c1nc(-c2cccc3cccnc23)cs1 (centres undefined)
  A = 7	B = 0.2	C = -2	D = -17	E = 1	F = .	G = -5	H = -1

mol: C[C@H]1CN([C@@H](C)CO)C(=O)c2cc(NC(=O)Cc3cn(C)c4ccccc34)ccc2O[C@H]1CN(C)Cc1ccncc1
  A = 21	B = 1.0	C = -4	D = 1	E = 1	F = 2	G = -2	H = 2

mol: CC(C)=CCN1CCN(CCC2=C(C)CCCC2(C)C)CC1CCO (centres undefined)
  A = .	B = 0.1	C = 1	D = .	E = -3	F = -3	G = -6	H = .

mol: CCc1ccc(Nc2ccc(C(=O)O)cc2[N+](=O)[O-])cc1
  A = 5	B = 0.2	C = -14	D = .	E = 3	F = -1	G = -7	H = .

mol: C[C@H](CO)N1C[C@H](C)[C@@H](CN(C)CC2CCCCC2)Oc2ccc(NS(C)(=O)=O)cc2CC1=O
  A = -4	B = -0.7	C = 5	D = .	E = 1	F = -6	G = 21	H = -4

mol: COc1ccc(-c2cc(C(F)(F)F)nc(N3CCOCC3)n2)cc1
  A = 2	B = .	C = .	D = 0	E = .	F = .	G = -7	H = 0

mol: CCN(CC)S(=O)(=O)c1cccc(C(=O)N[C@H](C(=O)Nc2nc3ccc(F)cc3s2)C(C)C)c1
  A = .	B = 0.1	C = -3	D = .	E = 4	F = -1	G = 8	H = .

mol: NNC(=O)C(Cc1cnc[nH]1)NC(=O)OCc1ccccc1 (centres undefined)
  A = 8	B = 0.0	C = -1	D = 3	E = 0	F = -4	G = 0	H = 0

mol: CCOC(=O)C(C)Sc1nnc(NC(=O)c2ccc3c(c2)OCO3)s1 (centres undefined)
  A = .	B = -0.1	C = -1	D = 1	E = -1	F = 5	G = -10	H = .

mol: CCOC(=O)COc1ccccc1/C=N/O
  A = 5	B = 0.0	C = .	D = -11	E = .	F = .	G = -19	H = -1

mol: CC(=O)Nc1ccc(-c2csc(NC=C3C(=O)OC(C)(C)OC3=O)n2)cc1
  A = .	B = 0.3	C = -2	D = .	E = 2	F = -2	G = -10	H = .

mol: Nc1nnc(CSCc2cccc(Br)c2)s1
  A = 0	B = 0.2	C = 0	D = -4	E = 4	F = .	G = -9	H = -5

mol: NC(=O)COc1ccc2oc(=O)cc(-c3cc4ccccc4o3)c2c1
  A = 11	B = 0.3	C = -2	D = 5	E = 0	F = -5	G = -3	H = 0

mol: O=C(OCCN=C1NS(=O)(=O)c2ccccc21)c1cccs1
  A = .	B = 0.0	C = -5	D = 0	E = 10	F = -1	G = -5	H = .

mol: Cc1ccc(S(=O)(=O)CCC(=O)Nc2ccc(Br)cc2)cc1
  A = -2	B = 0.0	C = -1	D = -2	E = -4	F = -2	G = -5	H = -1

mol: Cc1nn(C(=O)c2ccc3c(c2)OCO3)c(N)c1-c1ccccc1
  A = 0	B = 0.2	C = 9	D = .	E = 1	F = 2	G = 32	H = -22

mol: O=C1NC[C@H](Cc2ccc(O)cc2)N(C[C@@H]2CCCN2C[C@H](Cc2ccc(O)cc2)N2C[C@H](Cc3ccccc3)N(CC3CCCCCC3)C(=O)C2=O)C1=O
  A = .	B = 0.0	C = 5	D = .	E = -8	F = 4	G = 10	H = .

mol: Cc1cc(C)nc(Sc2ccc3nnnn3n2)n1
  A = 17	B = .	C = -2	D = -9	E = 5	F = -7	G = 0	H = 0

mol: CC(=O)c1nnn(-c2cccc([N+](=O)[O-])c2)c1C
  A = 1	B = 0.0	C = 3	D = 14	E = 2	F = -2	G = 26	H = 1

mol: COc1ccccc1NS(=O)(=O)c1ccc2ccccc2c1
  A = 4	B = 0.0	C = -4	D = -9	E = -1	F = -3	G = -9	H = -1

mol: CC(C)CNC(=S)N1CCN(Cc2ccc3c(c2)OCO3)CC1
  A = -1	B = 0.1	C = 3	D = -4	E = 1	F = 0	G = -8	H = .

A stretch from the list above, as a working copy:
Screens by letter: A = Statin myotox sup; B = XiGFP reactiv; C = S100A4 MyoIIA; D = PGC1a acetyl inh; E = ERAP1 HTS inh; F = SIRT5 inh; G = LGR2 antag; H = Cneo AK release
mol: CC(=O)Nc1ccc(-c2csc(NC=C3C(=O)OC(C)(C)OC3=O)n2)cc1
  A = .	B = 0.3	C = -2	D = .	E = 2	F = -2	G = -10	H = .

mol: Nc1nnc(CSCc2cccc(Br)c2)s1
  A = 0	B = 0.2	C = 0	D = -4	E = 4	F = .	G = -9	H = -5
